VEEV TC-83 Vero = inhibitors of VEEV TC-83 cytopathic effect, confirmation, Vero cells (AID 588727); Vero cells, VEEV TC-83 cytopathic effect inhibition; higher % means a stronger effect; one-dose inhibition, % at 20 µM; IC50 in µM for titrated hits; 350,000 compounds, 0.13% hits; in the data active = a potency from the dose series; inconclusive = inhibition mostly from about 14% at the one dose, without a potency; inactive = the rest, 99 in 100 with inhibition below about 12%; also: strong numbers were not always called active
tuberculosis growth = growth inhibition of non-replicating M. tuberculosis (AID 488890). 320,000 compounds, 0.39% hits. inhibition, % at 25 µM, or IC50 in µM where a hit was titrated. Mycobacterium tuberculosis non-replicating, growth inhibition; higher % means a stronger effect; in the data active = a potency from the dose series; inconclusive = inhibition mostly from about 82% at the one dose, without a potency; inactive = the rest, 99 in 100 with inhibition below about 76%;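 also: plate controls were DMSO cells for no effect and high antibiotic wells for full effect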
Salmonella PhoP GFP = PhoP regulon inhibitors, Salmonella typhi PhoP promoter GFP reporter, confirmatory (AID 1850); Salmonella Typhi PhoP-promoter GFP reporter, fluorescence, 4 h; higher % means a stronger effect; inhibition, % at 50 µM; hits with a dose series show IC50 in µM; 310,000 compounds, 0.33% hits; in the data active = a potency from the dose series; inconclusive = inhibition mostly from about 25% at the one dose, without a potency; inactive = the rest, 99 in 100 with inhibition below about 19%;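 also: 0% = induced wells with vehicle and 100% = uninduced wells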
M. tuberculosis HTS = M. tuberculosis growth inhibition, HTS (AID 449762); M. tuberculosis H37Rv growth inhibition, 7H9 media; higher % means a stronger effect; inhibition, % at 25 µM; hits with a dose series show IC50 in µM; 330,000 compounds, 0.59% hits; in the data active = a potency from the dose series; inconclusive = inhibition above about 70% without an active follow-up result;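 also: bacterial growth assessed after seven days of incubation; strong numbers were not always called active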
H1N1 NS1A inhibition = H1N1 influenza NS1A inhibitors, functional cell based assay (AID 504329); 340,000 compounds, 0.3% hits; inhibition, % at 12.5 µM; hits with a dose series show IC50 in µM; NS1A functional cell-based assay, percent inhibition; higher % means a stronger effect; in the data active = a potency from the dose series; inconclusive = inhibition above about 27% without an active follow-up result; also: strong numbers were not always called active
VEEV TC-83 Vero 10K pilot screen = recorded beside VEEV TC-83 Vero, whose call it bears; inhibition, %; measured here: 10K pilot screen inhibition
Starred values were filed as active, the others as inactive; i = inactive; u = inconclusive; x = not tested or not shown. Hits appear at their usual frequency. About 1.5% of those tested had a hit in this group.

SMILES | VEEV TC-83 Vero | tuberculosis growth | Salmonella PhoP GFP | M. tuberculosis HTS | H1N1 NS1A inhibition | others
CC[C@H](C)[C@H](NC(N)=O)C(=O)Nc1ccc(C)cc1 | 0.8% | 2% | 3% | 4% | -2%
CC(=O)Nc1ccccc1OCC(=O)NCCC1=CCCCC1 | i | 7% | -7% | -2% | -5%
CCc1ccc(NC(=O)CNC(=O)c2cn(-c3ccccc3OC)c(=O)c3ccccc23)cc1 | 6.3% | 13% | -15% | -6% | -1%
CC(=O)c1ccc(Nc2c3c(nc4ccccc24)CCCC3)cc1 | 7.8% | 36% | 0% | -3% | 13%
COc1ccccc1-n1c(-c2cn(C)nc2C)n[nH]c1=S | 0.6% | 2% | 0% | 1% | -3%
O=C(OCc1ccccc1)C1CCCN1C(=O)c1ccccc1[N+](=O)[O-] (stereo not given) | 3.7% | -1% | -4% | -6% | -8%
CCOC(=O)C1=C(C)N=C2SC(CC)C(=O)N2C1c1cccc(F)c1 (stereo not given) | i | -5% | -8% | 1% | -2%
CCc1c(C)nc2ncnn2c1Nc1ccc(C#N)c(Cl)c1 | 3.2% | 4% | -4% | 2% | -7%
O=C(Nc1ccc(Cl)cc1C(=O)N1CCOCC1)c1cccc([N+](=O)[O-])c1 | x | 12% | 4% | 3% | x
O=C(/C=C/c1ccccc1)N1c2ccccc2Sc2ccc(C(F)(F)F)cc21 | 3.4% | 40% | -1% | 25% | -12%
O=C(O)c1ccc(Nc2nc3ccccc3nc2NS(=O)(=O)c2cccs2)cc1 | 1.7% | 10% | 1% | 0% | -3%
COc1cc(C(O)P(=O)(OCC(C)C)OCC(C)C)cc(OC)c1OC (stereo not given) | i | 2% | 3% | -5% | -26%

Brought forward from above: 2 compounds, then new ones.
SMILES | VEEV TC-83 Vero | tuberculosis growth | Salmonella PhoP GFP | M. tuberculosis HTS | H1N1 NS1A inhibition | others
O=C(O)c1ccc(Nc2nc3ccccc3nc2NS(=O)(=O)c2cccs2)cc1 | 1.7% | 10% | 1% | 0% | -3%
COc1cc(C(O)P(=O)(OCC(C)C)OCC(C)C)cc(OC)c1OC (stereo not given) | i | 2% | 3% | -5% | -26%
COc1cc(CO)ccc1Oc1nc2ccccc2n2cnnc12 | 4.1% | -5% | -5% | 2% | -28%
CCOC(=O)Nc1ccc2c(c1)ncn2C1CCCCC1 | 0.6% | 25% | 11% | 6% | -1%
COc1ccccc1Nc1nc(N)nc(CSC(=S)N2CCOCC2)n1 | 3.4% | 10% | 1% | 3% | 0%
C[C@H]1CN([C@@H](C)CO)C(=O)c2cccc(NC(=O)Nc3ccc(C(F)(F)F)cc3)c2O[C@@H]1CN(C)Cc1ccc(Cl)c(Cl)c1 | i | 20% | x | -6% | -17%
CCOc1ccc(-c2nnc(NC(=O)C3CCCC3)o2)cc1 | 2.9% | 75% | 21% | u | 1%
COc1ccc(C2=NOC(C)(c3nnc(Cc4ccccc4)o3)C2)cc1 (stereo not given) | 0.3% | -4% | 0% | 1% | 4%
O=C(NCCc1ccccc1)c1nc2ncccn2n1 | 3.9% | -3% | 8% | -1% | 31%
COc1cccc(C(=O)OC2CCCN(C)C2)c1 (stereo not given) | 0.1% | -4% | 1% | 1% | -7%
O=C(OCCN1C(=O)c2ccccc2C1=O)C1CC(O)CN1S(=O)(=O)c1ccc(Cl)cc1 (stereo not given) | i | -10% | x | 1% | -15%
COCCSc1nnc(NC(=O)C2CC(=O)N(c3ccc(OC)cc3)C2)s1 (stereo not given) | i | 5% | -15% | 15% | 9%
Cn1c(/C(C#N)=C(\O)c2ccc(Br)s2)nc2ccccc21 | i | 12% | -1% | -3% | -3%
CN(Cc1ccccc1)S(=O)(=O)CCNC(=O)c1ccc2c(c1)OCO2 | i | -5% | 3% | 1% | -3%

Reprinted at random: five entries already listed.
SMILES | VEEV TC-83 Vero | tuberculosis growth | Salmonella PhoP GFP | M. tuberculosis HTS | H1N1 NS1A inhibition | others
C[C@H]1CN([C@@H](C)CO)C(=O)c2cccc(NC(=O)Nc3ccc(C(F)(F)F)cc3)c2O[C@@H]1CN(C)Cc1ccc(Cl)c(Cl)c1 | i | 20% | x | -6% | -17%
O=C(NCCc1ccccc1)c1nc2ncccn2n1 | 3.9% | -3% | 8% | -1% | 31%
COc1ccc(C2=NOC(C)(c3nnc(Cc4ccccc4)o3)C2)cc1 (stereo not given) | 0.3% | -4% | 0% | 1% | 4%
CN(Cc1ccccc1)S(=O)(=O)CCNC(=O)c1ccc2c(c1)OCO2 | i | -5% | 3% | 1% | -3%
COc1cc(CO)ccc1Oc1nc2ccccc2n2cnnc12 | 4.1% | -5% | -5% | 2% | -28%

(further entries)
SMILES | VEEV TC-83 Vero | tuberculosis growth | Salmonella PhoP GFP | M. tuberculosis HTS | H1N1 NS1A inhibition | others
Cc1ccc(NC(=O)C2CCCN(S(=O)(=O)c3c(C)noc3/C=C/N(C)C)C2)cc1F (stereo not given) | i | 3% | 8% | 8% | 25%
O=C(NNc1c(Cl)cccc1Cl)c1sccc1Cl | 1.2% | -17% | -3% | 2% | -2%
O=C(/C=C/c1ccc(O)c(O)c1)c1ccc(S(=O)(=O)N2CCCCCC2)cc1 | 11% | -17% | -4% | -2% | 18% | VEEV TC-83 Vero 10K pilot screen=13
COc1ccccc1C1CC(c2ccc(C)cc2)Nc2ncnn21 (stereo not given) | 0.5% | 40% | 10% | -10% | -25%
COc1c[nH]n(C2CCCCC2)c(=O)c1=O | i | 8.8µM* | 1% | 12µM* | -4%
O=C(Cn1nc(C(=O)O)c2ccccc2c1=O)Nc1ccc(Cl)c(S(=O)(=O)N2CCOCC2)c1 | i | 1% | x | -4% | 0%
CN(CCO)C(=O)c1c(NC(=O)c2ccccc2)sc2c1CCCC2 | 0.8% | -1% | 1% | -6% | -1%
Cc1cccc(C(=O)OCc2cc3ccccc3[nH]c2=O)c1 | 0.6% | 2% | -3% | 1% | 4%
COc1ccccc1C(CNC(=O)C(CCSC)NS(=O)(=O)c1ccccc1F)N1CCCC1 (stereo not given) | 0.1% | -3% | 7% | -1% | 8%
Clc1ccc(-n2ncc3c(NCCCn4ccnc4)ncnc32)cc1 | i | 49% | 2% | 1% | -12%
COc1ccc(NC(=O)Nc2nc(C)cc(C)n2)c(OC)c1 | 0.8% | -15% | -3% | 1% | 0%
CC12CCC(=O)N1C(C(=O)NNC(=O)COc1ccccc1Cl)CS2 (stereo not given) | i | -10% | x | 6% | -11%
CCc1ccc2c(CN(C)Cc3ccc(OC(F)F)c(OC)c3)cc(=O)oc2c1 | 0.9% | 27% | 3% | 3% | -5%
CN1C(=O)C2(CCCCC2)C1c1ccccc1 (stereo not given) | i | x | x | x | -10%
CCn1c(C)c(C)c2cc(C(=O)NCCN3CCCCCC3)ccc21 | 1.5% | 58% | 5% | 4% | 11%
CCN1C(=O)N[C@@H](c2cccs2)C(C(C)=O)=C1C | 0.6% | -4% | -7% | 5% | -10%
C[C@H](CO)N1C[C@H](C)[C@@H](CN(C)Cc2ccc(C(=O)O)cc2)Oc2c(NC(=O)c3ccncc3)cccc2C1=O | 1.2% | 6% | x | -5% | 6%
O=C(CSc1nnc(-c2cccnc2)n1Cc1ccco1)Nc1nc(-c2ccc(F)cc2)cs1 | 2.1% | 14% | 0% | -20% | 2%
CCCc1nc2ccccc2c(=O)n1/N=C/c1c(C)[nH]n(-c2ccc(C)cc2)c1=O | 11% | u | 0% | 66% | -13%
COc1ccc(CCNC(=O)C2CCCN(c3nc(C)cc(C)n3)C2)cc1 (stereo not given) | 0.6% | -1% | -7% | 4% | -13%
CCc1ccc(/C=C/C(=O)C2C(=O)c3ccccc3C2=O)cc1 | 1.4% | u | 8% | u | -7%
O=[N+]([O-])c1cc(C(F)(F)F)cc([N+](=O)[O-])c1NCCN1CCNCC1 | i | 11% | -6% | 1% | 11%
Cc1ccc2c(c1)P(=O)(O)c1cc(C)ccc1O2 | 0.1% | x | x | x | 1%
O=C(COC(=O)C1CCC1)NCc1ccc(F)cc1 | 0.1% | 47% | -7% | 4% | -9%
COc1ccccc1/C=C/C(=O)OCC(=O)NCCC1=CCCCC1 | 0.1% | 71% | -3% | 12% | 1%
Clc1cc2c(c(Cn3cnc4ccccc43)c1)OCOC2 | 6.1% | 24% | 7% | 2% | 7%
O=C(CSc1ccccc1)Nc1ccc(C(=O)Nc2ccc(O)cc2)cc1 | 2.1% | x | x | x | -5%
COc1cc(C(=O)NC2Cc3ccccc3C2)ccc1OC1CCN(C(C)=O)CC1 | 0.9% | 3% | -9% | -1% | 17%
O=C(NC1CCOCC1)C1CCC(=O)N(Cc2ccc(Cl)cc2)C1 (stereo not given) | 3.0% | -11% | -2% | -7% | 2%
Cc1ccc(-n2ncc3c2CC(C)(C)CC3NC(=O)CCc2ccncc2)cc1 (stereo not given) | 1.5% | 19% | -4% | -2% | 2%
COc1ccc(NC(=S)N(CCc2c(C)[nH]c3ccccc23)Cc2cccnc2)cc1 | 1.0% | x | 2% | -6% | -19%
O=C(CSCc1ccc(F)cc1)Nc1ccc(F)cc1 | 0.6% | u | -9% | 15% | -5%
O=C(CCc1nnc(CCCc2ccccc2)o1)NCC(F)(F)F | i | 33% | -3% | 3% | -11%
CCN(C(=O)c1cc2cc3ccc(C)cc3nc2o1)c1ccc(OC)cc1 | 0.2% | 76% | -1% | u | 6%
COc1ccc(-c2cc(C(=O)Nc3nc4ccccc4s3)c3ccccc3n2)cc1OC | 8.4% | 30% | -2% | u | 0%
COc1cccc(/C=C2\SC(=O)NC2=O)c1OCc1ccc(C(=O)O)cc1 | 0.7% | 24% | 1% | -4% | 3%
O=C(O)C(c1ccccc1)N1C(=O)c2cccc3cccc(c23)C1=O (stereo not given) | 1.7% | 12% | -4% | -3% | -3%
COc1cccc(C(C)NC(=S)NCc2ccc(F)cc2)c1 (stereo not given) | 5.0% | 36% | -8% | -14% | -7%
Cc1ccccc1OCC(=O)OCC(=O)NCc1ccco1 | 1.2% | 7% | 9% | 2% | -1%
COCCCNCCCOc1ccc(C(C)(C)c2ccccc2)cc1 | i | 62% | 0% | -2% | -4%
O=C(NCCCn1ccnc1)c1ccc(-c2cccc(C(F)(F)F)c2)o1 | i | 22% | x | -7% | 11%
CCC(C)(C)C1CCC2(CC1)NC(=O)N(CC(=O)N(C)CC(=O)Nc1ccccc1C(F)(F)F)C2=O (stereo not given) | 0.6% | 29% | 21% | 18% | -8%
O=C(c1ccc([N+](=O)[O-])o1)N(Cc1nnc(-c2ccccc2Cl)o1)C1CC1 | 0.6% | u | x | u | -9%
COC(=O)c1sc2ccccc2c1N | 3.2% | x | x | -6% | -3%
CCCc1cc(=O)[nH]c(SCC(=O)N2CCN(S(=O)(=O)c3ccc(C)cc3)C2)n1 | 0.3% | x | x | -1% | 5%
COc1ccccc1NC(=O)c1nn(-c2ccccc2)ccc1=O | 6.4% | -4% | 12% | 6% | 9%
COC(=O)CSc1snnc1-c1ccc(Cl)cc1Cl | 2.1% | u | 3% | 45% | 0%
CCN1CCN(C(=O)Cn2nc(C)n3c(cc4c(OC)cccc43)c2=O)CC1 | i | 8% | 1% | 6% | 5%
Cn1c(=O)[nH]c(=O)c2c1nc(N1CCNCC1)n2Cc1cccc2ccccc12 | 0.5% | -2% | 17% | -5% | 14%
N#Cc1ccsc1NC(=O)CCN1C(=O)C2CCCCC2C1=O (stereo not given) | 1.3% | -1% | x | -9% | -3%
CCCCOc1ccc(Cc2c(COCC)[nH]c(=S)[nH]c2=O)cc1 | 4.4% | -2% | 2% | -4% | 3%
Cc1noc(C)c1C(=O)Nc1nc2ccc(F)cc2s1 | 3.1% | 55% | x | 46% | 2%
CCCCNC(=O)CN1CCC2(O)CCCCC2C1c1ccccc1OC (stereo not given) | 3.3% | 12% | 2% | -2% | -13%
Cc1cccc(NC(=O)CC(C)(C)C)c1 | i | -2% | -1% | 3% | -13%
CCC(C(=O)NC1CCCC1)N(C(=O)Cn1nnc(-c2ccc(C)o2)n1)c1ccc(OC)cc1 (stereo not given) | 2.7% | 12% | 7% | -1% | -4%
COc1ccccc1-n1c(O)c(C=NCc2ccccn2)c2ccccc2c1=O | 2.2% | 68% | -6% | 5% | 0%
CSCCn1c(C(C)(C)C)cc(C(=O)O)c1C | 0.4% | -20% | -18% | 0% | 5%
CCCc1cc(=O)[nH]c(SCC(=O)Nc2ccc3c(c2)CCC3)n1 | 1.4% | -11% | 9% | -1% | 1%
COc1ccc(NC(=O)C(=O)NCC(c2ccco2)N2CCc3ccccc3C2)cc1OC (stereo not given) | 0.3% | -2% | 10% | 58% | -5%
CN(C(=O)CCN1CCCO1)C1CCCN(Cc2ccccc2F)C1 (stereo not given) | 0.4% | 0% | 4% | 1% | 0%

Assay outcomes deposited in PubChem by Southern Research Specialized Biocontainment Screening Center.
